TEAD-YAP block: TEAD-YAP interaction inhibition. inhibition, % at 9.12 µM. actives 1.4% (n = 640,000). HEK-TIYL cells, TEAD-Gal4/YAP UAS-luciferase luminescence. AID 1259422; in the data active means inhibition above about 32%;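 further: 0% = median of test compound wells and 100% = reference inhibitor wells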
GPR151 activ: activators of human GPR151; PathHunter beta-arrestin GPR151 cells, luminescence; activation, % at 11.2 µM; actives 1% (n = 650,000); AID 1508602; in the data active means activation above about 4.9%;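 further: 0% = median of compound wells and 100% = cells with positive control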
Target sequence (Q8TDV0 whole entry, looked up): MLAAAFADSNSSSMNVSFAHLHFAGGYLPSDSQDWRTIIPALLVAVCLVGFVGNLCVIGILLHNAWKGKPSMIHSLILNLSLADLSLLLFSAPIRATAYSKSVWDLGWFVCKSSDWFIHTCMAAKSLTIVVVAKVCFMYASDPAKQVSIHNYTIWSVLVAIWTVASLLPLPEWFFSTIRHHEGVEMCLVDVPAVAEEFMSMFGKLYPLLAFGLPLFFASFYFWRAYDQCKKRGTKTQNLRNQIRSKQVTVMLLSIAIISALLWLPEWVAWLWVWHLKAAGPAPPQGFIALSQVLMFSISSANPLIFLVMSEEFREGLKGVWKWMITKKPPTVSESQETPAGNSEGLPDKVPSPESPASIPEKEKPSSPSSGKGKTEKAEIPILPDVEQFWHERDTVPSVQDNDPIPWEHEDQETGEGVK
MITF inh: blocks human microphthalmia-associated transcription factor; O75030; inhibition, % at 2.6 µM; AlphaScreen MITF homodimerization, bead proximity signal; AID 1259374; actives 0.91% (n = 650,000); in the data active means inhibition above about 50%;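 further: 0% = vehicle wells with protein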
FBW7 act: human FBW7 E3 ligase activation, primary screen; Q969H0; normalized activity (activation), % at 26.1 µM; AlphaScreen FBW7–phospho-cyclin E peptide binding, activator screen; actives 0.13% (n = 650,000); in the data active means normalized activity above about 1.9%;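 further: purified mutant Fbw7 with reduced substrate affinity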
Target sequence (Q969H0 whole entry, looked up): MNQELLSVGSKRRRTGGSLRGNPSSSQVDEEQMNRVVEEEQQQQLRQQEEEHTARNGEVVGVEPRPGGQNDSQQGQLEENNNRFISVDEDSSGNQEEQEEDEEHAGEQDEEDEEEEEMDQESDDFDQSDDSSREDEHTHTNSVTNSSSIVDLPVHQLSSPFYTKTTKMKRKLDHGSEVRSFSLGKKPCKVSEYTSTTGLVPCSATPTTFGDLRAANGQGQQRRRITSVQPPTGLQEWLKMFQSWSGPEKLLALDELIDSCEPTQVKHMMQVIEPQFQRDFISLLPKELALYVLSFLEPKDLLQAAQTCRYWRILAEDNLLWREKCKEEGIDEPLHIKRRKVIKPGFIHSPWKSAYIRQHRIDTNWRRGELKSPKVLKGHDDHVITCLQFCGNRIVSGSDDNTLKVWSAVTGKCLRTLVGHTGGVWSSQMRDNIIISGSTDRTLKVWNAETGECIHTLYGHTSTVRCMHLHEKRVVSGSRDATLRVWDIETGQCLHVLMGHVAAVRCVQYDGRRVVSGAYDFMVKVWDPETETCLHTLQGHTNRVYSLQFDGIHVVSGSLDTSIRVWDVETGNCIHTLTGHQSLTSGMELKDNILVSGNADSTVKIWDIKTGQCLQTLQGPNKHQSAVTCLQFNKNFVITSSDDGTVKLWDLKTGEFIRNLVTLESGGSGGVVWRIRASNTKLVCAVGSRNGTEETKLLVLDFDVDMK
Numbers without * were called inactive; nt = no result given. Random draw from the library (roughly 3.4% active in at least one column).

SMILES	TEAD-YAP block	GPR151 activ	MITF inh	FBW7 act
C[n+]1ccc(-c2ccc([N+](C)(C)C)cc2)cc1	8	0.8	7	-0.1
CN1C(=O)NC(c2cccc([N+](=O)[O-])c2)C2=C1CCCC2=O (centres undefined)	0	-0.3	-2	0.0
CN1CCN(c2ccc([N+](=O)[O-])c(NCCOc3ccccc3)c2)CC1	5	0.3	6	-0.1
Cc1ccc(-n2cc(-c3ccccc3)nc2SCC(=O)Nc2ccccc2)cc1	-13	-0.1	17	-0.3
C=CCOC(=O)/C(=C\c1ccccc1)NC(=O)/C=C/c1ccccc1	-2	2.0	10	0.2
c1ccc2c(c1)CCN(c1nc3ncnc(NC4CC4)c3[nH]1)C2	4	0.4	19	-0.1
CCOC(=O)N1CCN(C(=O)CSc2nc(-c3ccc(OC)cc3)ns2)CC1	0	0.5	-3	-0.4
C=CCn1c(CNc2cccc(Cl)c2C)n[nH]c1=S	-4	0.2	1	-0.1
O=C(NCc1ccc(Cl)cc1)C1CCC(CNc2c(N3CCCCC3)c(=O)c2=O)CC1 (centres undefined)	1	-1.8	1	0.0
CCOC(=O)C1CCN(c2nnc(N3CCCC3=O)s2)CC1	-15	0.7	7	0.4
Cc1cc(C)cc(NC(=O)Cn2cnc3c(oc4ccccc43)c2=O)c1	1	-0.8	-7	-0.1
COc1ccc(C(C)=O)c(OC)c1	-10	-1.2	18	0.4
O=C(c1ccc(S(=O)(=O)c2ccc(F)cc2)c([N+](=O)[O-])c1)N1CCC(Cc2ccccc2)CC1	0	1.0	9	0.1
CCCn1c(C(=O)OC)cc2c1ccn2C	0	-0.7	3	-0.5
O=C(NC1CCCC1)c1cc(-c2cccc(O)c2)on1	70*	-0.2	-4	-0.1
CN(C)S(=O)(=O)Nc1cccc([N+](=O)[O-])c1	-4	-0.6	-2	-0.1
O=C(CNC(=O)c1ccccc1Cl)OCc1ccc(Cl)cc1	6	0.4	-3	0.2
NC(=O)C1CCN(C(=O)c2ccc3c(=O)n(-c4ccc(F)cc4)c(SCC(=O)c4ccc(Cl)cc4)nc3c2)CC1	-1	-1.0	5	0.3
COCCNC(=O)[C@@H]1C[C@@H](NCC2=CC[C@H]3C[C@@H]2C3(C)C)CN1Cc1ccccc1Cl	-5	-0.4	1	-0.2
CCOc1ccccc1/C=C1\N=C(c2ccccc2OC)OC1=O	-14	-0.9	8	-0.2
CCOC(=O)C1=CN(Cc2ccc(OC)cc2)C=C(C(=O)OCC)C1c1cc(OC)c(O)c(OC)c1	-4	-0.8	3	-0.1
COCC(=O)NCC1CC(=O)N(c2ccc(F)cc2)C1 (centres undefined)	-6	-0.3	-2	-0.1
CCOc1ccc(S(=O)(=O)NCC23CC4CC(CC(C4)C2)C3)cc1	-8	-1.3	11	0.2
Cc1ccc(-n2c(-c3ccccc3)nnc2-c2ccc(Br)cc2)cc1	-13	-0.9	10	0.1
O=C(CCc1ccccc1)N(c1ccc(Cl)cc1)C1C=CS(=O)(=O)C1 (centres undefined)	2	3.7	15	0.2
Cc1nc(SCC(=O)Nc2ccc3c(c2)OCO3)c2c(C)c(C)sc2n1	7	1.2	-9	-0.1
O=C1CCC(=O)N1CC(=O)N1CCCc2ccccc21	3	-0.8	25	0.3
CCOC(=O)NNc1ccc(N(CC)CC(C)O)nn1 (centres undefined)	8	-0.5	23	0.0
CCOC(=O)c1cc2ccc3c(C)c(C)nc3c2[nH]c1C	-62	1.2	-9	0.0
COC(=O)Cc1c(C)n(Cc2ccccc2)c2ccccc12	5	-0.3	-8	0.0
O=C(Nc1cc(Cl)ccc1O)c1sc2cc([N+](=O)[O-])ccc2c1Cl	-3	-0.1	17	0.5
Cc1cc2nc(-c3ccccc3)c(-c3ccccc3)nc2cc1C	0	0.9	-3	0.1
CN(C)c1ccccc1-c1cnc2c(NCc3ccco3)nccn12	-3	0.8	-4	0.0
CCN(CC)c1ccc(NC(=O)c2ccccc2NC(=O)c2ccc([N+](=O)[O-])cc2)cc1	-9	0.3	7	0.1
COc1ccc(C(C#CCOc2ccccc2)N2CCOCC2)cc1 (centres undefined)	-13	4.1	-8	-0.1
Fc1cc(-c2cn[nH]c2)cc2[nH]c(C3COc4ccc(Cl)cc4C3)nc12 (centres undefined)	-6	0.1	7	0.1
CCNC(=O)C1CCCN1S(=O)(=O)c1ccc(OC)cc1 (centres undefined)	-6	0.4	-4	-0.2
CCC(=O)Nc1ccc(C(=O)NCc2ccco2)cc1	-6	0.8	-1	-0.1
O=C1N[C@H](CO)C(=O)N2CCN(C(=O)c3cc(F)cc(F)c3)C[C@H]12	4	0.5	-11	0.2
COc1ccc(C2C(C(=O)Nc3cc([N+](=O)[O-])ccc3OC)c3ccccc3C(=O)N2C)cc1 (centres undefined)	25	3.9	-8	0.1
CCC1CCCCN1C(=O)c1sc2ncnc(N3CCN(c4ccc(OC)cc4)CC3)c2c1C (centres undefined)	8	0.2	5	0.0
c1ccc(C2=NCSC(N(c3ccccc3)c3ccccc3)=N2)cc1	-2	-1.1	8	0.2
C=CCOc1ccccc1CN1CCc2nnc(CNC(=O)C(C)CC)n2CC1 (centres undefined)	11	2.0	16	-0.1
O=C(CC1Sc2ccccc2NC1=O)Nc1ccccc1SC(F)(F)F (centres undefined)	10	-0.2	3	0.1
COc1cccc(CN2CCc3nnc(C(C)NC(=O)C4CC4)n3CC2)c1OC (centres undefined)	1	-0.6	5	-0.1
O=C(Nc1cccnc1)c1nn2c(C(F)(F)F)cc(-c3ccco3)nc2c1Br	-2	0.1	1	0.0
O=C(COC(=O)c1ccc(O)c(Br)c1)Nc1ccc2c(c1)OCO2	3	-1.1	2	0.2
CC1=C(C)/C(=N\OC(=O)c2ccc([N+](=O)[O-])cc2)C=C(Cl)C1=O	-2	-0.3	0	0.0
C=CCOc1ccccc1CN1CCOCC1	8	0.4	6	0.0
CCN(CC)C(=O)Oc1ccc2ccccc2c1Br	-4	0.1	-4	0.3
C=CCNC(=O)c1c(O)c2cccc3c2n(c1=O)CC3	-19	2.7	-12	0.0
C=CCn1c(=N)n(CC(=O)c2ccc(OC)cc2)c2ccccc21	1	2.3	0	0.1
CC(C)CCn1c(SCC(=O)c2ccc(O)c(O)c2)nc2ccsc2c1=O	-14	-1.4	10	0.6
CCOc1cc2c(c([N+](=O)[O-])c1)NC(C1CC=CCC1)C1CC=CC21 (centres undefined)	7	0.2	16	0.0
CCOC(=O)c1c(NC(=O)C(C)Sc2nnc(CNC(=O)c3ccc([N+](=O)[O-])cc3)n2C2CCCCC2)sc2c1CCC2 (centres undefined)	8	-1.0	-13	0.0
CCN(CC)CCNC(=O)c1ccc2c(=O)n(CCN(CC)CC)c(=S)[nH]c2c1	19	1.1	6	0.0
COc1cc(-c2nc3ccc(C(=O)NCCC(C)C)cc3nc2-c2cc(OC)c(OC)c(OC)c2)cc(OC)c1OC	-10	-0.1	-5	0.1
NC(=O)c1ccc(N=Cc2ccc(Cl)c([N+](=O)[O-])c2)cc1	-15	0.6	0	-0.1
COc1cc2cc(C#N)c(SCC(=O)NCc3ccc4c(c3)OCO4)nc2cc1OC	-1	2.6	15	0.0
CC(C)(C)NC(=O)CSc1nc2ccc(Cl)cc2o1	1	-0.3	15	0.0

The results go on:
SMILES	TEAD-YAP block	GPR151 activ	MITF inh	FBW7 act
COc1ccc(-c2cc(C(=O)Nc3ccc(Cl)cn3)no2)cc1	-14	4.8	-2	0.3
COC(=O)C1=C(C)NC2=C(C(=O)CC(c3ccccc3Cl)C2)C1c1ccc(Br)cc1 (centres undefined)	-2	-2.5	13	0.6
O=C1C2C3C=CC(O3)C2C(=O)N1c1ccc(Br)cc1[N+](=O)[O-] (centres undefined)	10	-0.4	-7	-0.1
O=S(=O)(CCc1ccccc1)c1nc2ccccc2s1	nt	-0.5	11	0.3
CC12CCC(C(=O)Nc3cccc(C(F)(F)F)c3)(CC1=O)C2(C)C (centres undefined)	-1	-0.6	21	1.0
Cc1ccc(N2CCN(S(=O)(=O)c3cc(Br)cnc3N)CC2C)cc1 (centres undefined)	3	-0.5	4	0.0
O=C(OCc1ccccc1Cl)c1cccs1	11	-1.2	14	0.3
Cc1nc2ccccc2c(C)c1C(=O)O	2	-1.8	8	0.5
CCSc1nnc(NC(=O)CCS(=O)(=O)c2ccc(C)cc2)s1	5	1.6	2	-0.1
CCCCN(C)c1nc(N)ncc1[N+](=O)[O-]	28	0.7	-4	0.1
COCCn1nnnc1CN1CCCCCC1	8	0.3	10	0.0
COc1cccc(NC(=O)N2CCn3cccc3C2c2ccc(F)cc2)c1 (centres undefined)	-2	-0.8	8	-0.1
CCc1ccccc1NC(=O)CCCn1nc([N+](=O)[O-])c(Br)c1C	-1	-0.2	-3	0.1
COc1ccc(-c2nc3ccc(C(=O)NC4CC4)cc3nc2-c2ccc(OC)cc2)cc1	4	0.3	6	-0.1
COc1ccc(S(=O)(=O)Nc2cc(Cl)ccc2Cl)cc1	12	-2.6	16	0.7
CC(C)=CCN1CCC2(CC1)CC2C(=O)Nc1ccc2sc(C)nc2c1 (centres undefined)	2	-1.2	0	-0.2
COc1ccc(C)cc1NC(=O)c1sc2ncnc(N(C)c3ccccc3)c2c1C	10	-1.0	2	-0.1
CCN(CC)c1ccc(C=C2C(=O)N(C)C(=S)N(C)C2=O)c(O)c1	8	0.2	19	0.4
CSc1nc2cc(F)c(F)cc2n1C	0	-1.0	0	-0.1
COC(=O)C1CCN(C(=O)/C=C/c2ccc(Cl)cc2)CC1	5	0.5	2	0.0
Cc1ccc(-c2nnc(Nc3ccc(C(=O)Nc4ccccc4)cc3)c3ccccc23)cc1S(=O)(=O)N1CCOCC1	-7	0.4	8	0.1
N#Cc1c(N)oc(-c2ccc3c(c2)OCO3)c1-c1ccc2c(c1)OCO2	-2	-0.7	21	0.7
COc1cccc2cc(C(=O)N(C)C3CCCCC3)c(=O)oc12	-3	-1.7	9	0.2
CC(C)(C)NC(=O)Cn1c(SCC(=O)Nc2nccs2)nc2ccccc21	-6	0.0	5	0.2
COc1ccc(-n2nc(C)c3c(C)cc(=O)oc32)cc1	-5	-0.3	-4	-0.5
Cc1cc(Br)ccc1NC(=O)C(=O)NC1CC1	-38	0.4	-6	0.1
COC(=O)C1=CN(C(C)C)C=C(C(=O)OC)C1c1ccc(OC)c(OCc2ccccc2)c1	11	-1.2	-39	0.5
NC(=O)CCC(NCCC(=O)c1ccc(Br)cc1)C(=O)O (centres undefined)	-6	-1.1	-8	0.7
COCCCNC(=O)c1cn(C(C)c2ccc(C)cc2)nn1 (centres undefined)	5	-0.2	17	0.4
COc1cc(C(C2C(=O)CC(C)(C)CC2=O)C2C(=O)CC(C)(C)CC2=O)ccc1O	3	0.9	0	0.1
COC(=O)CCC(=O)NC(=S)Nc1c(C)cccc1C	4	-1.5	10	-0.1
COc1ccc(C(=O)NCC(=O)NNc2ncnc(N)c2[N+](=O)[O-])c(OC)c1	11	0.4	19	0.0
CC(=O)N(C)c1ccccc1NC(=O)CCl	-9	8.7*	-12	-0.1
CCCc1nnc(NC(=O)c2ccncc2)s1	2	-0.9	8	0.1
CCOC(=O)C1CCN(CC(O)COc2ccccc2)CC1 (centres undefined)	10	0.7	-3	0.1
CCOc1cc(CN2CCN(Cc3ccncc3)CC2)ccc1OC	-3	1.4	73*	-0.2
COc1cccc(CSc2ccc(S(=O)(=O)N3CCOCC3)cc2C(=O)NCc2ccc3c(c2)OCO3)c1OC	8	-1.7	17	-0.3
CCOC(=O)C1=C(N)OC2=C(C(=O)CC(C)(C)C2)C1c1ccc(OCc2ccccc2)cc1 (centres undefined)	-12	-1.6	15	0.1
CCC(=O)N=c1sc2cc(F)cc(F)c2n1CC	12	0.7	-3	-0.1
COc1ccccc1NC(=O)Cn1cnc2sc(C(=O)Nc3ccc4c(c3)OCO4)c(C)c2c1=O	-5	1.4	2	-0.1

By substructure, the entries above containing a nitro group on carbon
SMILES	TEAD-YAP block	GPR151 activ	MITF inh	FBW7 act
CN1C(=O)NC(c2cccc([N+](=O)[O-])c2)C2=C1CCCC2=O (centres undefined)	0	-0.3	-2	0.0
CN1CCN(c2ccc([N+](=O)[O-])c(NCCOc3ccccc3)c2)CC1	5	0.3	6	-0.1
O=C(c1ccc(S(=O)(=O)c2ccc(F)cc2)c([N+](=O)[O-])c1)N1CCC(Cc2ccccc2)CC1	0	1.0	9	0.1
CN(C)S(=O)(=O)Nc1cccc([N+](=O)[O-])c1	-4	-0.6	-2	-0.1
O=C(Nc1cc(Cl)ccc1O)c1sc2cc([N+](=O)[O-])ccc2c1Cl	-3	-0.1	17	0.5
CCN(CC)c1ccc(NC(=O)c2ccccc2NC(=O)c2ccc([N+](=O)[O-])cc2)cc1	-9	0.3	7	0.1
COc1ccc(C2C(C(=O)Nc3cc([N+](=O)[O-])ccc3OC)c3ccccc3C(=O)N2C)cc1 (centres undefined)	25	3.9	-8	0.1
CC1=C(C)/C(=N\OC(=O)c2ccc([N+](=O)[O-])cc2)C=C(Cl)C1=O	-2	-0.3	0	0.0
CCOc1cc2c(c([N+](=O)[O-])c1)NC(C1CC=CCC1)C1CC=CC21 (centres undefined)	7	0.2	16	0.0
CCOC(=O)c1c(NC(=O)C(C)Sc2nnc(CNC(=O)c3ccc([N+](=O)[O-])cc3)n2C2CCCCC2)sc2c1CCC2 (centres undefined)	8	-1.0	-13	0.0
NC(=O)c1ccc(N=Cc2ccc(Cl)c([N+](=O)[O-])c2)cc1	-15	0.6	0	-0.1
O=C1C2C3C=CC(O3)C2C(=O)N1c1ccc(Br)cc1[N+](=O)[O-] (centres undefined)	10	-0.4	-7	-0.1
CCCCN(C)c1nc(N)ncc1[N+](=O)[O-]	28	0.7	-4	0.1
CCc1ccccc1NC(=O)CCCn1nc([N+](=O)[O-])c(Br)c1C	-1	-0.2	-3	0.1
COc1ccc(C(=O)NCC(=O)NNc2ncnc(N)c2[N+](=O)[O-])c(OC)c1	11	0.4	19	0.0

Source: PubChem BioAssay (The Scripps Research Institute Molecular Screening Center)
